Bioassay records as filed in PubChem BioAssay.
GPR7 antag – GPR7 receptor antagonists, primary screen, cell-based, fluorescence, single concentration; hit rate 1.1% among 290,000; GPR7-expressing cells, fluorescence antagonist assay; inhibition, % at 4.4 µM; Neuropeptides B/W receptor type 1 (Homo sapiens), P48145; in the data active = inhibition above about 16%, passing the limit was not always enough;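 also: cells stimulated with the agonist NPW; 0% = agonist with vehicle and 100% = vehicle without agonist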
Target sequence (P48145 whole entry, looked up): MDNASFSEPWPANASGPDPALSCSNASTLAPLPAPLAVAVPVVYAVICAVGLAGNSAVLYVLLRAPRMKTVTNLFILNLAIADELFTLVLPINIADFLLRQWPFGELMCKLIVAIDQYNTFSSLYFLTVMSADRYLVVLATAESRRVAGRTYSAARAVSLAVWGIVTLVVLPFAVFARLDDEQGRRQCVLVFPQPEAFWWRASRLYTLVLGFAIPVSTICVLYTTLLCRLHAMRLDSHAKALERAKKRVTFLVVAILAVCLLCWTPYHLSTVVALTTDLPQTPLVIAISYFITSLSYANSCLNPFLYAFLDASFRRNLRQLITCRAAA
NALP1 inh – NALP1 inflammasome inhibitors in reconstituted yeast, colorimetric, S. cerevisiae, triplicate retest | S. cerevisiae NALP1/ASC/caspase-1 growth, X-gal OD620, 72 h | inhibition, % at 10 µM | hit rate 0.61% among 280,000; in the data active = inhibition mostly above about 24%, no sharp cut-off; inactive = mostly below about 32%; also: some compounds called inactive have numbers as strong as hits
PfM18AAP inh – PfM18AAP inhibitors, malaria aminopeptidase, primary screen, biochemical, QFRET, recombinant enzyme; hit rate 1.2% among 290,000; AID 1822, 2009; H-Glu-NHMec fluorogenic cleavage; M18 aspartyl aminopeptidase (Plasmodium falciparum 3D7); inhibition, % at 7.35 µM;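 active = inhibition above the campaign mean inhibition over all tested compounds plus 3 SD, cut at about 28% in these data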;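 also: 0% = plate median of test compound wells and 100% = 2 mM ZnCl2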
IDE inh – human IDE inhibitors in live cells, primary screen, fluorescence polarization, HEK cells, FAbetaB substrate; inhibition, % at 5.59 µM; AID 434962, 2010; FAbetaB cleavage; Insulin-degrading enzyme (Homo sapiens), P14735; hit rate 0.41% among 320,000;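 active = percent inhibition above the average of all tested compounds plus 3 SD, set per screening campaign, cut at about 16% in these data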;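 also: IDE supplied by intact live HEK cells; FP after avidin binding of uncleaved biotin substrate so inhibition keeps polarization high; 0% = DMSO wells and 100% = 60 µM reference IDE inhibitor Ii1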
VIM-2 inhibitor – VIM-2 metallo-beta-lactamase inhibitors, primary screen, biochemical, epi-absorbance readout, Pseudomonas aeruginosa enzyme; purified VIM-2, nitrocefin hydrolysis, epi-absorbance fluorescence; inhibition, % at 5.6 µM; hit rate 0.89% among 290,000;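 active = inhibition above the mean of all tested compounds plus 3 SD, cutoff set per screening run, cut at about 7.5% in these data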;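 also: red hydrolysis product quenches plate fluorescence so inhibitors raise well fluorescence; 0% = enzyme with DMSO and 100% = DMSO without enzyme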
IDE act – human IDE activators in live cells, primary screen, fluorescence polarization, HEK cells, FAbeta-B substrate; activation, % at 5.96 µM; hit rate 0.073% among 340,000; AID 493087, 2011; FAbeta-B cleavage; 0% vehicle, 100% cell-free pure enzyme wells; Insulin-degrading enzyme (Homo sapiens), P14735;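 active = activation above the mean of all tested compounds plus 3 SD, set per screening campaign, cut at about 17% in these data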
pCIP destab – p/CIP-EGFP fusion destabilizers, primary screen, fluorescence, F442A cells; Q05BA5; 16 h; decrease of EGFP signal, % at 10 µM; hit rate 0.01% among 290,000;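 active = EGFP signal decrease of at least 30% at 10 µM or well 3 SD below plate mean, unless failing retest; inactive = the rest, including hits failing retest or dose response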; also: some compounds called inactive have numbers as strong as hits; many of its hits are not listed in these tables
IMP-1 inhibitor – IMP-1 metallo-beta-lactamase inhibitors, primary screen, biochemical, epi-absorbance readout, Pseudomonas aeruginosa enzyme. hit rate 0.45% among 290,000. purified IMP-1, nitrocefin hydrolysis, epi-absorbance fluorescence. AID 1556, 2009. inhibition, % at 5.6 µM;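 active = inhibition above the mean plus 3 SD of all compounds in the same screening run, cut at about 4.5% in these data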;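 also: 0% = IMP-1 with DMSO and 100% = DMSO wells lacking enzyme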
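System: purified IMP-1; amount: IMP-1 0.2 nM before substrate addition; compound: single dose, 5.6 µM; times: 25 °C, 15 min preincubation, 25 min reaction; signal: Epi-absorbance via hydrolysed-nitrocefin quenching of white-plate fluorescence, 480/530 nm, EDTA stop; benchmarks: DMSO with and without IMP-1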
PHOSPHO1 inh – PubChem AID 1565; inhibition, % at 13.3 µM; hit rate 1.1% among 290,000; Phosphoethanolamine/phosphocholine phosphatase (Homo sapiens), Q8TCT1; recombinant PHOSPHO1, absorbance phosphatase assay; in the data active = inhibition above about 60%
Target sequence (Q8TCT1 whole entry, looked up): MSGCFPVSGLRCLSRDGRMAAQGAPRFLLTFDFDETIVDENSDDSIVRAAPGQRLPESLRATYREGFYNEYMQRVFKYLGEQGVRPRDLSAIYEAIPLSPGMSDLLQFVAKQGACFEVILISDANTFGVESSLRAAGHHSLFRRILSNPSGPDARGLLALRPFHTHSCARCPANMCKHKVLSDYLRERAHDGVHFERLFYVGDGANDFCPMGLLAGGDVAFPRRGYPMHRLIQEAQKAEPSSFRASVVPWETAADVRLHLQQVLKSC
An asterisk follows results filed as active; x = not tested or not shown.

canonical_smiles | GPR7 antag | NALP1 inh | PfM18AAP inh | IDE inh | VIM-2 inhibitor | IDE act | pCIP destab | IMP-1 inhibitor | PHOSPHO1 inh
Cc1[nH]n(-c2ccccc2)c(=O)c1N=Nc1ccccc1O | -1 | -7 | 8 | x | -7.5 | 3 | -32 | -3.5 | 41
Cn1c(-c2ccc(F)cc2)cnc1SCC(=O)Nc1ccccc1 | 19 | 6 | 6 | -5 | -1.6 | -6 | -2 | 0.1 | -3
COC(=O)c1ccc(CSc2nnc(NC(=O)C3CC(=O)N(Cc4ccc(C)cc4)C3)s2)cc1 (stereo unspecified) | -8 | 13 | 3 | 2 | -3.7 | 10 | 0 | -3.9 | 0
COc1ccc(C(CC(=O)O)NC(=O)OC(C)(C)C)cc1 (stereo unspecified) | -9 | 3 | 6 | -2 | 0.2 | -2 | 2 | -2.7 | -2
Cc1ccc(C(=O)Nc2sc3c(c2C(=O)O)CCCC3)o1 | -4 | -3 | 4 | 3 | -1.8 | 4 | -20 | -1.0 | 27
COc1cccc(/C=N/NC(=O)CC2C(=O)NN=C2C)c1OC (stereo unspecified) | 7 | -4 | 6 | 7 | 1.4 | 4 | -5 | -2.9 | 4
Cc1ccc(NC(=O)c2cc(C)nn2-c2ccccc2)cc1 | -9 | -27 | -1 | 2 | -1.1 | 5 | 5 | -2.9 | -7
Cc1ccccc1C(=O)N[C@H](C(=O)OCC(=O)c1ccc[nH]1)C(C)C | -4 | 20 | -2 | -4 | -0.9 | -4 | 2 | 0.1 | 17
O=C(O)C1CC=CCC1C(=O)NCCc1csc(-c2ccccc2)n1 (stereo unspecified) | -13 | 24 | 1 | 2 | -1.2 | 3 | 4 | -2.6 | -6
COC(=O)C1=CN(Cc2ccc(OC)c(OC)c2)C=C(C(=O)OC)C1c1cccc(O)c1 | -8 | 6 | 4 | 2 | -0.7 | -3 | -1 | -3.5 | 29
COc1cc(OC)c2c(OC)cccc2n1 | -14 | 30 | -3 | 5 | -3.7 | 5 | -2 | -3.6 | 2
O=C(Nc1ncc(Cl)cn1)c1cccs1 | 15 | 22 | -4 | -3 | -1.8 | -2 | -4 | -1.9 | 2
COc1ccc2c(c1)c(CC(=O)OC(C)C(=O)N(C)C)c(C)n2C(=O)c1ccc(Cl)cc1 (stereo unspecified) | -6 | 0 | 2 | -2 | -0.1 | -2 | -3 | -2.1 | 28
CCCN1C(=O)CC(c2ccco2)Sc2ccccc21 (stereo unspecified) | -7 | x | 7 | -4 | -1.8 | -5 | 4 | -3.6 | -7
CC(=O)NC(CCS(C)(=O)=O)C(=O)Nc1ccccc1Cl (stereo unspecified) | 1 | 1 | -9 | -2 | 2.2 | -2 | 7 | -1.5 | 3
Nn1c(SCC(=O)Nc2ccccc2F)nc2ccccc2c1=O | -10 | 9 | 3 | 1 | -6.5 | 2 | -5 | -2.7 | -14
COCCNC(=O)CSc1ccc(-c2nc3ccccc3[nH]2)cn1 | -19 | 2 | 3 | 6 | -3.0 | -1 | -14 | -2.7 | 50
CCOc1cccc(-c2c(C(=O)N/N=C/c3ccc(C)s3)nnn2-c2nonc2N)c1 | -14 | -2 | 3 | 5 | -4.2 | -4 | 9 | -2.8 | 33
Cc1cc([N+](=O)[O-])nn1Cc1c(F)c(F)c(F)c(F)c1F | -8 | 15 | -8 | 0 | -2.2 | 1 | 4 | -2.6 | -36
Cc1cc(-c2ccc(S(=O)(=O)N(C)c3ccc(C)c(C)c3)s2)on1 | 17 | 0 | -2 | 5 | -1.3 | 3 | 0 | -2.7 | 49
CC(C)NC[C@@H](O)c1ccc(O)c(O)c1 | -25 | 25 | 61* | 5 | -2.0 | 7 | 0 | -3.6 | 4
COc1cccc(OCCCOc2ccc([N+](=O)[O-])cc2Cl)c1 | -4 | 16 | 0 | 4 | -4.5 | 2 | 0 | -3.1 | -3
O=[N+]([O-])c1cccc(-c2nc3ccc([N+](=O)[O-])cc3[nH]2)c1 | -3 | -9 | -11 | 1 | -3.0 | 4 | -5 | -1.5 | -107
Cc1cc(NC(=O)CCc2ccc(S(=O)(=O)N3CCOCC3)cc2)n(-c2ccccc2)n1 | 30* | 2 | 14 | -1 | 3.7 | 0 | -27 | -0.5 | 2

Record cards, from the list above. Values in the order: GPR7 antag, NALP1 inh, PfM18AAP inh, IDE inh, VIM-2 inhibitor, IDE act, pCIP destab, IMP-1 inhibitor, PHOSPHO1 inh
`COc1cccc(/C=N/NC(=O)CC2C(=O)NN=C2C)c1OC` (stereo unspecified) in the list: 7, -4, 6, 7, 1.4, 4, -5, -2.9, 4
`Nn1c(SCC(=O)Nc2ccccc2F)nc2ccccc2c1=O` in the list: -10, 9, 3, 1, -6.5, 2, -5, -2.7, -14
`O=[N+]([O-])c1cccc(-c2nc3ccc([N+](=O)[O-])cc3[nH]2)c1` in the list: -3, -9, -11, 1, -3.0, 4, -5, -1.5, -107
`Cc1ccccc1C(=O)N[C@H](C(=O)OCC(=O)c1ccc[nH]1)C(C)C` in the list: -4, 20, -2, -4, -0.9, -4, 2, 0.1, 17

Carrying on:
canonical_smiles | GPR7 antag | NALP1 inh | PfM18AAP inh | IDE inh | VIM-2 inhibitor | IDE act | pCIP destab | IMP-1 inhibitor | PHOSPHO1 inh
CCCCN(C)C(=O)Cn1ncc2c3ccccc3n(CCC)c2c1=O | -7 | 1 | 5 | x | -1.5 | 6 | -3 | -2.9 | 35
CCOc1ccc(NC(=O)N(C2CCCCC2)C(C)c2cccnc2)cc1 (stereo unspecified) | -8 | 9 | 3 | 5 | -3.7 | 2 | -8 | -2.3 | -11
CC1CCC(C(C)C)C(OCC(O)CN2CCCC(C)C2)C1 (stereo unspecified) | 32* | 31 | -1 | 0 | -0.4 | 9 | 1 | -2.2 | 11
COC(=O)c1cc(NC(=O)c2cccc(F)c2)cc(C(=O)OC)c1 | -13 | 15 | 0 | 2 | -0.5 | 4 | -5 | -3.8 | 32
CC(=O)N1c2ccc(S(=O)(=O)NCCC(=O)NC3CCCCCC3)cc2CC1C (stereo unspecified) | 3 | -17 | -9 | -5 | -2.6 | -8 | -7 | -0.7 | 26
CCS(=O)(=O)c1ccc(O)c(NC(=O)CC2(CC(=O)O)CCCC2)c1 | -21 | x | -9 | -3 | -3.1 | 2 | -13 | -1.4 | 37
O=C(CN1CCN(Cc2ccccc2Cl)C1=O)NCC1CCCO1 (stereo unspecified) | x | -8 | x | 3 | x | 3 | -2 | x | -4
Cc1c(CCC(=O)O)c(=O)oc2cc3occ(C(C)(C)C)c3cc12 | -10 | 2 | 5 | -1 | -1.6 | 6 | 0 | -3.7 | -10
CCCCCOc1ccc(C(=O)CCC(=O)N2CCCC2)cc1 | 5 | 20 | 3 | -2 | -0.6 | 0 | -9 | 0.1 | 19
CCOC(=O)/C(=C/C1=CC(=C/N(C)C)/C(=O)O1)C(C)=O | -6 | 6 | 2 | 16* | 0.1 | -13 | 1 | -0.7 | 17
Cc1ccc(-c2nc(CS(=O)(=O)CC(=O)Nc3cc(F)ccc3F)c(C)o2)cc1 | 4 | 21 | -5 | 1 | -2.4 | 1 | 4 | -2.4 | 28
O=c1nc2n(c3cccc(Cl)c13)CCCCC2 | -7 | 5 | -7 | 2 | -0.6 | 5 | -10 | -3.2 | -30
CCCCNC(=O)Cc1coc2ccc3ccccc3c12 | 7 | 2 | -3 | -5 | -3.0 | 2 | -3 | -0.2 | 19
CCn1c(NC(=O)/C=C/c2ccc(F)cc2)nc2ccccc21 | -13 | -10 | -8 | -5 | -1.9 | 4 | -2 | -4.1 | 32
CCOC(=O)C1=C(C)N(CCO)C(=O)NC1c1cccc(O)c1 (stereo unspecified) | -11 | 9 | -3 | -4 | 2.5 | -2 | -6 | -0.3 | 1
Cc1cc(N2CCN(c3ccccc3)CC2)n2ncnc2n1 | -4 | -3 | 2 | 3 | 0.7 | 2 | -9 | -0.5 | 24
O=C(c1cc2cc(Br)cc(Br)c2oc1=O)N1CCCc2ccccc21 | -2 | 27 | 0 | x | 2.2 | x | 2 | -2.5 | 25
O=C(N/N=C/c1ccccc1[N+](=O)[O-])c1cccs1 | -6 | 4 | -2 | -1 | -2.3 | 9 | 0 | -0.7 | -5
COc1ccc(C(CNC(=O)c2cc(=O)[nH]c3ccccc23)N2CCCC2)cc1 (stereo unspecified) | -7 | -8 | -1 | 0 | -2.1 | -6 | 7 | -0.3 | 22
O=C(Cn1nc2sc3ccccc3n2c(=O)c1=O)c1cccs1 | -2 | 23 | 2 | -4 | -1.9 | x | 7 | -2.0 | 13
O=C1NC(=O)/C(=C\c2ccc(Oc3cnccn3)cc2)S1 | -9 | 6 | 4 | -1 | -0.8 | 5 | 5 | -1.0 | 18
Cc1ccc(NC(=O)c2ccc(OCc3c(C)noc3C)cc2)cc1 | 7 | 13 | -6 | -1 | -0.5 | x | -7 | -1.2 | 16
COc1ccc(OC)c(NC(=O)CN2CCc3ccccc3C2)c1 | 6 | 32 | -6 | -2 | 0.1 | -1 | -8 | -2.3 | 27
Brc1ccc(OCc2nnnn2-c2ccccc2)cc1 | 17 | 0 | 3 | -2 | -2.1 | 3 | 16 | -3.9 | 7
CCOC(=O)N1CCN(C(=O)C(CC)c2ccccc2)CC1 (stereo unspecified) | -2 | 28 | -2 | 8 | -2.8 | 0 | -13 | -3.7 | 1
C=CCN1c2ccccc2[C@]23C[C@@H](C(=O)OC)N(C(=O)c4ccco4)C2=NC(C(=O)OC)=C(C(=O)OC)[C@H]13 | x | x | x | 0 | x | 5 | -4 | x | 13
CCNC(=S)NNC(=O)c1ccoc1C | 0 | 1 | 33* | -1 | -4.7 | 9 | -5 | -2.3 | 18
Cc1c(Br)c([N+](=O)[O-])nn1CC(=O)NCc1cccnc1 | 13 | 19 | -4 | 4 | -1.6 | -1 | -6 | 0.7 | 6
O=C(NCCO)c1cccc(S(=O)(=O)N2CCCCC2)c1 | -4 | -1 | -3 | -4 | -1.2 | 0 | -16 | -1.2 | -14
CC(C)(C)c1nc2ccccc2c(=O)n1N1C(=O)c2ccccc2C1=O | -24 | 13 | 5 | -1 | -3.5 | 1 | -26 | -0.7 | -6
Cc1cc(CNC(=O)Cn2cc([N+](=O)[O-])cn2)c2ccccc2n1 | -3 | -5 | 0 | 5 | -3.0 | -1 | 10 | -4.1 | 32
O=C(c1ccc(Cl)cc1)c1c[nH]c(C(=O)NNc2ccccc2)c1 | -22 | 0 | 33* | 6 | -1.9 | 1 | 4 | -0.5 | -35
CC1(C(=O)NC2CCCCC2)CCC(=O)N1Cc1cccs1 (stereo unspecified) | -9 | 24 | 2 | -4 | -2.9 | -1 | -12 | -3.3 | 30
